From PubChem BioAssay
AMA1 RON2 block: inhibitors of Plasmodium falciparum AMA1-RON2 interaction; Potency, µM (doses to about 58.2 µM), for the others: at the highest dose activity change, negative = inhibition, actives largely listed as inhibitors; AID 720542; hit rate 0.2% among 360,000; AlphaScreen AMA1-biotinylated RON2 peptide binding;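 note: potency is the fitted concentration of half-maximal effect; 0% = vehicle wells and -100% = peptide control; nearly all actives have a fitted effect of over 45% in size; some results filed as inactive show a strong effect at the top dose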
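AMA1 (3D7) with his tag at 25 nM final met compounds first, then biotinylated RON2 peptide at 25 nM; detection used donor plus acceptor beads, 10 µg/mL apiece, read by AlphaScreen after 30 min at room temperature.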
Tb PYK inh: blocks Trypanosoma brucei pyruvate kinase. Q57TT1. TbPYK enzyme, Kinase-Glo Plus ATP luminescence, 45 min. Potency, µM (top dose mostly 76.8 µM), for inactives: at the highest dose activity, negative = inhibition, hits mostly inhibitors. hit rate 0.12% among 410,000; note: potency is the fitted concentration of half-maximal effect; % is set by controls: 0 for no effect and ±100 for the full control effect; nearly all actives have a fitted effect of over 50% in size
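T. brucei PYK with substrate was exposed to pin-transferred compounds across a concentration series, then started with 130 uM ADP (final). After 45 min at room temperature, Kinase-Glo Plus luminescence was read, normalized and curve-fitted.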
Pf growth 48h: inhibits P. falciparum growth in the first generation, 48 h; P. falciparum luciferase growth in erythrocytes, 48 h; Potency, µM (doses to about 28.7 µM), for inactives: at the top dose activity change, negative = inhibition, hits mostly inhibitors; hit rate 5.9% among 310,000; AID 504832; note: potency is the fitted concentration of half-maximal effect; % is set by controls: 0 for no effect and ±100 for the full control effect
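Luciferase-expressing P. falciparum in infected erythrocytes (2% hematocrit, 0.1% parasitemia final) in RPMI 1640/0.5% Albumax were exposed to compound for 48 hours at 37 C, 5% CO2; growth read as luminescence.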
LmPK inhibitor: inhibitors of Leishmania mexicana pyruvate kinase | Potency, µM (doses to about 57.5 µM), for inactives: top-dose activity change, negative = inhibition, hits mostly inhibitors | purified LmPK, Kinase-Glo ATP luminescence, 1 h | AID 1721 | Q27686 | hit rate 0.37% among 290,000; note: potency is the fitted concentration of half-maximal effect; % is set by controls: 0 for no effect and ±100 for the full control effect
Target sequence (Q27686 whole entry, looked up): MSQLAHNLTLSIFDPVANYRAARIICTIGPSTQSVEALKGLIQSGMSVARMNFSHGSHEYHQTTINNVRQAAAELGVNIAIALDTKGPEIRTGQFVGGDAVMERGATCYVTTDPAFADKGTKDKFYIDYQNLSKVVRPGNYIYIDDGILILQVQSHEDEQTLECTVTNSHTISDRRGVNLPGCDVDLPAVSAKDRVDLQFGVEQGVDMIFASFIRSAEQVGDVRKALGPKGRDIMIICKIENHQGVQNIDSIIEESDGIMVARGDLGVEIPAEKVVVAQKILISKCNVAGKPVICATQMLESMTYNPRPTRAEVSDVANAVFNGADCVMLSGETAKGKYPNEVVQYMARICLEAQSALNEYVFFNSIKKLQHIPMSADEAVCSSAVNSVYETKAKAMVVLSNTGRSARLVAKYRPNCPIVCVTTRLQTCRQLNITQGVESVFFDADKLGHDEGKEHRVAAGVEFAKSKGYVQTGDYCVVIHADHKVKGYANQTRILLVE
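Screened at intermediate enzyme activity to detect both inhibitors and activators: LmPK at 0.1 nM, with a 0.5 nM enzyme column as activation reference. PEP 0.5 mM, ADP 0.1 mM; ATP detected by luminescence after 1 h.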
Shiga toxin inh: inhibitors of Shiga toxin in Vero cells. inhibition, % at 38.7 µM. hit rate 9.2% among 290,000. AID 2315. Vero cells, Shiga toxin protein synthesis inhibition reporter; in the data active = inhibition mostly above about 28%, no sharp cut-off; inactive = mostly below about 43%; note: 0% is about no effect
Pf growth 96h: inhibits malaria parasite growth, 96 h; AID 504834; P. falciparum luciferase reporter growth, 96 h; hit rate 6.9% among 320,000; Potency, µM (highest dose often 28.7 µM), for inactives: top-dose activity change, negative = inhibition, hits mostly inhibitors; note: potency is the fitted concentration of half-maximal effect; % is set by controls: 0 for no effect and ±100 for the full control effect
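Infected RBCs, 2% Hct / 0.05% parasitemia final; luciferase-reporter P. falciparum; cpd 96 h, 37 C, 5% CO2; luciferase detection reagent; luminescence.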
CHX counter: affects cycloheximide protein synthesis inhibition readout, counter-screen; cell reporter, cycloheximide protein synthesis inhibition counterscreen; max response, %; hit rate 12% among 300,000; AID 2314; in the data active = max response mostly above about 13%, no sharp cut-off; inactive = mostly below about 14%; note: read at 38.3 µM for the half of the compounds with a filed dose; 0% is about no effect
* hit, by the source's call; i = inactive; ? = inconclusive; . = no result given; [ ] = another dose, or the depositor's remark. Unless noted, calls come from the whole dose curve; as a rule, active = well fitted curve in the direction sought with a large enough effect; inconclusive = small, poorly fitted or top-dose-only effect, or another doubt; inactive = no such curve, though single readings can be large; an effect the other way counts as inactive or inconclusive.

SMILES	AMA1 RON2 block	Tb PYK inh	Pf growth 48h	LmPK inhibitor	Shiga toxin inh	Pf growth 96h	CHX counter
COc1ccc(N(CC(=O)N/N=C/c2ccc(OC)cc2OC)S(=O)(=O)c2ccccc2)cc1	-1%	5%	.	-5%	-6	?	-5
Cc1cc(C)c(S(C)(=O)=O)c(NN)n1	20%	0%	382%[activator]	0%	5	-26%	6
Cc1cc(C)c(C)c(S(=O)(=O)N2CCC(C(=O)NC3=NCCS3)CC2)c1C	-4%	2%	?	.	.	?	.
O=C(Cn1cnc2ccccc21)N/N=C/c1ccc([N+](=O)[O-])cc1	-4%	0%	19%	2%	-4	18%	-1
Cn1nc(C(F)(F)F)c(-c2ccc(F)cc2)c1NC(=O)CSCC(=O)O	9%	-2%	-30%	-4%	9	4%	4
NC(=S)c1c(Cl)cc(C(F)(F)F)cc1Cl	-6%	-4%	17%	1%	-16	37%[activator]	-3
COc1ccc(-n2nc(C(=O)NCC(=O)NC3CCCCCC3)c3ccccc3c2=O)c(OC)c1	-8%	-8%	?	-2%	4	?	-2
CCOc1nc(-c2ccc(C)cc2)ccc1-c1noc(-c2cccnc2)n1	.	.	8%	-3%	-4	7%	-2
O=C(OCC(=O)N1CCOCC1)c1ccc(O)cc1	-2%	7%	41%	-9%	25	56%	-1
CC(=O)Nc1cccc(NC(=O)c2sc3ncn(CC(=O)N4CCCCC4)c(=O)c3c2C)c1	-23%	-1%	-27%	4%	-14	-14%	-1
CN1CCN(C(=S)c2cn(CCOc3ccccc3)c3ccccc23)CC1	-5%	-1%	0%	3%	22	4%	9
NNC(=O)c1ccc(Cl)cc1Cl	27%	-5%	10%	-4%	16	42%[activator]	10
Cn1c(O)c(C=NCCN2CCN(C(=O)c3ccccc3)CC2)c(=O)n(C)c1=O	30%	1%	-8%	9%	-4	11%	-3
COc1ccc(/C=C2\N=C3CCCN3C2=O)cc1	4%	4%	176%[activator]	-22%	84*	43%[activator]	39*
Cc1nc(SCC(N)=O)[nH]c(=O)c1Cc1ccc(OC(C)C)cc1	-4%	-13%	?	3%	20	1.7µM*	8
Cc1ccc(C(=O)NC(=S)Nc2ccc(N3CCOCC3)cc2)cc1	-28%	-2%	16%	0%	30	31%[activator]	14
COc1cccc(NC(=O)CN(C)C(=O)COc2ccc3ccccc3c2)c1	9%	-7%	16%	2%	-7	21%	0
O=C(CN1CCOCC1)N1CCN(c2ccc3ccccc3n2)CC1	.	.	33%[activator]	-4%	12	?	-1
CC(=O)Nc1cc(OC(C)=O)c2nonc2c1OC(C)=O	7%	-5%	10µM*	15%	-18	5%	-2
N#C/C(=C\Nc1ccc2c(c1)OCCO2)C(=O)NCc1ccco1	-11%	-4%	44%[activator]	1%	32*	47%[activator]	20
CCN1CCN(c2nc3ccccn3c(=O)c2/C=C(\C#N)S(=O)(=O)c2ccccc2)CC1	7%	1%	12%	4%	7	32%[activator]	-2
CC1CCCN(C(=O)CN2CCN(C(=O)c3ccco3)CC2)C1 (centres undefined)	44%[activator]	0%	8%	-10%	-12	4%	-1
NC(=S)Nn1c(-c2ccccc2)nc2ccccc2c1=O	9%	-12%	2%	-4%	-8	34%[activator]	-3
O=C(CSc1nnc(-c2ccc(F)cc2)n1CC1CCCO1)NCc1ccco1 (centres undefined)	41%[activator]	7%	4%	-4%	7	-6%	6
O=C(c1ccccc1N(Cc1ccccc1)S(=O)(=O)c1ccccc1)N1CCOCC1	0%	-4%	-65%	-2%	-10	0%	-1
O=C(CSc1nnc(-c2ccc(Cl)cc2)n1Cc1ccco1)NCc1ccc2c(c1)OCO2	-19%	0%	?	4%	-4	?	0
CCOC(=O)c1ccc(NC(=O)CC2SC(=NC)N(C)C2=O)cc1 (centres undefined)	-5%	8%	0%	-1%	24	183%[activator]	-1
CCOC(=O)C1CCN(c2c(NCc3ccc(C(=O)NCCOC)cc3)c(=O)c2=O)CC1	6%	-2%	-12%	1%	-4	70%[activator]	-3
CCOc1ccccc1Nc1cc(C)c2cccc(C)c2n1	60%[activator]	1%	59%[activator]	-1%	.	209%[activator]	-1
O=C(COC(=O)c1cccc(Cl)c1Cl)NC1CCCC1	-2%	3%	12%	0%	18	4%	9
CN(C)CCCNc1ncnc2c1c(-c1ccccc1)cn2-c1ccccc1	-4%	2%	?	-3%	-10	?	-4
COc1ccc(N(Cc2cc3ccccc3[nH]c2=O)S(=O)(=O)c2ccc(OC)cc2)cc1	-3%	-2%	-25%	1%	19	?	22
CCC(=O)N1c2ccccc2NC2=C(C(=O)CC(c3ccco3)C2)C1c1ccco1 (centres undefined)	8%	-5%	-16%	1%	23	.	9
Cc1sc2nc(CSc3ccccc3)nc(NCCN(C)C)c2c1C	-8%	-7%	?	1%	-4	5.9µM*	-2
Cc1cccnc1NC(=O)c1ccc(S(=O)(=O)NCc2ccco2)cc1	-4%	4%	22%	.	.	31%[activator]	.
N#Cc1ccc2c(c1)C[C@]1(CCCCN3C(=O)c4ccccc4C3=O)Oc3c(c(=O)oc4ccc(F)cc34)C2O1	.	.	1.9µM*	-5%[11.5 µM]	i	?	-2
COc1ccccc1N1CCN(C(=O)C(=O)N/N=C/c2cccc(O)c2)CC1	15%	2%	1%	2%	43	75%[activator]	-3
O=C(Cn1c(NCCO)nc2ccccc21)NCC1CCCO1 (centres undefined)	15%	-1%	8%	-3%	-24	26%	-6
CCn1ncc(CN2CCC(Oc3cc(C(=O)NC4CC4)ccc3OC)CC2)c1C	-6%	-2%	-3%	-9%	-8	1µM*	-2
COC(=O)c1cc(OC)c(OC)cc1NC(=O)Nc1ccc(OC)cc1	3%	-6%	.	5%	-8	-1%	-4

A run of entries from the list above, for reference:
SMILES	AMA1 RON2 block	Tb PYK inh	Pf growth 48h	LmPK inhibitor	Shiga toxin inh	Pf growth 96h	CHX counter
CCN1CCN(c2nc3ccccn3c(=O)c2/C=C(\C#N)S(=O)(=O)c2ccccc2)CC1	7%	1%	12%	4%	7	32%[activator]	-2
CC1CCCN(C(=O)CN2CCN(C(=O)c3ccco3)CC2)C1 (centres undefined)	44%[activator]	0%	8%	-10%	-12	4%	-1
NC(=S)Nn1c(-c2ccccc2)nc2ccccc2c1=O	9%	-12%	2%	-4%	-8	34%[activator]	-3

A different layout for part of the listing above.
| mol | AMA1 RON2 block | Tb PYK inh | Pf growth 48h | LmPK inhibitor | Shiga toxin inh | Pf growth 96h | CHX counter |
| --- | --- | --- | --- | --- | --- | --- | --- |
| CC1CCCN(C(=O)CN2CCN(C(=O)c3ccco3)CC2)C1 (centres undefined) | 44%[activator] | 0% | 8% | -10% | -12 | 4% | -1 |
| CN(C)CCCNc1ncnc2c1c(-c1ccccc1)cn2-c1ccccc1 | -4% | 2% | ? | -3% | -10 | ? | -4 |
| O=C(Cn1c(NCCO)nc2ccccc21)NCC1CCCO1 (centres undefined) | 15% | -1% | 8% | -3% | -24 | 26% | -6 |
| O=C(COC(=O)c1cccc(Cl)c1Cl)NC1CCCC1 | -2% | 3% | 12% | 0% | 18 | 4% | 9 |
| NC(=S)Nn1c(-c2ccccc2)nc2ccccc2c1=O | 9% | -12% | 2% | -4% | -8 | 34%[activator] | -3 |
| COC(=O)c1cc(OC)c(OC)cc1NC(=O)Nc1ccc(OC)cc1 | 3% | -6% | . | 5% | -8 | -1% | -4 |

Whole records from above. Screens in order: AMA1 RON2 block | Tb PYK inh | Pf growth 48h | LmPK inhibitor | Shiga toxin inh | Pf growth 96h | CHX counter
CCC(=O)N1c2ccccc2NC2=C(C(=O)CC(c3ccco3)C2)C1c1ccco1 (centres undefined) is listed as 8% | -5% | -16% | 1% | 23 | . | 9
COC(=O)c1cc(OC)c(OC)cc1NC(=O)Nc1ccc(OC)cc1 is listed as 3% | -6% | . | 5% | -8 | -1% | -4
CC1CCCN(C(=O)CN2CCN(C(=O)c3ccco3)CC2)C1 (centres undefined) is listed as 44%[activator] | 0% | 8% | -10% | -12 | 4% | -1

Continuation.
SMILES	AMA1 RON2 block	Tb PYK inh	Pf growth 48h	LmPK inhibitor	Shiga toxin inh	Pf growth 96h	CHX counter
COc1ccc(-n2ccnc2SCC(=O)NC2CCCC2)c(OC)c1	-8%	4%	4%	-3%	-16	-5%	7
Cc1ccnc(N2CCCC(C(=O)NC3CC3)C2)n1 (centres undefined)	11%	14%	-1%	1%	-11	?	-4
CCN1CCN(c2nc(NCCO)c3ccccc3n2)CC1	-2%	0%	14%	1%	-12	?	-1
Cc1cc([N+](=O)[O-])nn1CC(=O)Nc1ccc(Cc2ccncc2)cc1	0%	-7%	-6%	2%	19	1%	-1
COc1ccc(NC(=O)Nc2cccnc2)c(OC)c1	-3%	-17%	-27%[5.75 µM]	4%	-11	-42%[1.15 µM]	2
C=CCc1cc(Cl)ccc1OCCNCCCOC	27%	15%	-10%	4%	-3	13µM*	-4
CCNC(=S)N1CCN(CCN2C(=O)c3cccc4cccc(c34)C2=O)CC1	-1%	-4%	2%	4%	3	16%	-2
CCOc1ccccc1C(=O)NC1CCN(CC(=O)Nc2cc(OC)ccc2OC)CC1	7%	-2%	?	4%	.	0%	-2
S=C1NC2(CCCCC2)NN1c1ccccc1	42%[activator]	-24%	2%	18%	15	-1%	5
O=C(CNC(=O)c1ccco1)NCC(=O)OCc1ccc(C(=O)Oc2ccc(Cl)cc2)cc1	12%	.	.	1%	2	?	1
O=S(=O)(NCC(c1cccnc1)N1CCN(c2ccccc2)CC1)c1cc(F)ccc1F (centres undefined)	-4%	7%	10µM*	-1%	15	2%	0
CNC(=O)C1CCC(=O)N1Cc1ccccc1Cl (centres undefined)	-11%	0%	31%[activator]	1%	-6	.	-1
O=C(CSc1nnc(CCCN2C(=O)c3cccc4cccc(c34)C2=O)n1-c1ccccc1)N1CCN(CCO)CC1	11%	7%	?	-1%	-2	?	-3
COC(=O)c1sc(NC(=S)NC(=O)c2ccc(C)cc2)nc1C	40%[activator]	-2%	170%[activator]	1%	39	129%[activator]	9
CCO[C@H]1OC(C(=O)O)=C[C@@H](C2CCCCC2)[C@@H]1CCCO	-2%	-7%	31%[activator]	5%	-15	41%[activator]	-2
O=C(NNc1ccc([N+](=O)[O-])cc1)c1ccccc1Cl	14%	2%	35%[activator]	1%	5	0%	6
C/C(=N\N=C(/N)SC1CC(=O)N(c2ccc(Br)cc2)C1=O)c1cccs1 (centres undefined)	39%[activator]	-13%	37%[activator]	-2%	-28	110%[activator]	-4
Cc1cc(-c2cccs2)c2c(N)c(C(=O)c3ccc4c(c3)OCO4)sc2n1	6%	5%	21%	-2%	3	-5%	3
COc1ccc(CNCCc2cccc(F)c2)c2ccccc12	.	.	?	0%	-19	13µM*	6
COc1ccc(F)cc1S(=O)(=O)NCc1ccccc1	1%[2.32 µM]	-6%	-2%	-1%	-6	14%	-5
COc1ccc(OC)c(NC(=O)CC2SC(=Nc3ccccc3)N(CCc3ccccn3)C2=O)c1 (centres undefined)	10%	-1%	15µM*	2%	-11	4.7µM*	7
CCOC(=O)C1=C(C)Nc2ncnn2C1/C=C/c1ccccc1 (centres undefined)	-1%	6%	-26%	1%	-2	.	1
CC(C)n1nnnc1-c1cccc(Cl)c1	3%	-3%	5%	1%	8	19%	9
